rTrxR1 inhibitor – blocks rat thioredoxin reductase 1. AID 588453. recombinant rTrxR1, NADPH fluorescence consumption, selenite substrate. Potency, µM (series often up to 114 µM), for inactives: at the highest dose activity change, negative = inhibition, usual class: inhibitors. 390,000 tested, 1% active. O89049; note: potency is the fitted concentration of half-maximal effect; % is set by controls: 0 for no effect and ±100 for the full control effect; nearly all actives have a fitted effect of over 65% in size
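Rat TrxR1 (90 nM in the dispensed reagent) was pre-reduced with 400 uM NADPH for 5 min at room temperature, then incubated with compound for 15 min. After 400 uM selenite was added, NADPH fluorescence (Ex 340/Em 450 nm) was followed for 8 min.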
mIDH1 inhibitor – human IDH1 R132H inhibition. O75874. IDH1-R132H enzyme, NADPH consumption, diaphorase/resazurin fluorescence. Potency, µM (titrated, usually from 76.6 µM), for the others: top-dose activity change, negative = inhibition, hits mostly inhibitors. 390,000 tested, 0.093% active; note: potency is the fitted concentration of half-maximal effect; % is set by controls: 0 for no effect and ±100 for the full control effect; nearly all actives have a fitted effect of over 65% in size
Target sequence (O75874 whole entry R132H, stated change not applied): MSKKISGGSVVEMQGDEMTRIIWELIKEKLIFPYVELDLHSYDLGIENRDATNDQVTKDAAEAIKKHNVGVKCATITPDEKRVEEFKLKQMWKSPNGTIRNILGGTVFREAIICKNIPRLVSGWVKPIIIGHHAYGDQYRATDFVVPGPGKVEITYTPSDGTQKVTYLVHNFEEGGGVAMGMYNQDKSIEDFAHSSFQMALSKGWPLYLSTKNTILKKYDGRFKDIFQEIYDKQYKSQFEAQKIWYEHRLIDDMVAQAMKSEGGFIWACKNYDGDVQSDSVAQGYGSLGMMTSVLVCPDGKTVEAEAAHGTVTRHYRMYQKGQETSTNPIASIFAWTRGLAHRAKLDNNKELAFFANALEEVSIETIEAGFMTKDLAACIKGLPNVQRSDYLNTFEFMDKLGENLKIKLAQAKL
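IDH1-R132H (0.5 ug/mL dispensed) in pH 7.5 Tris buffer was preincubated 30 min with compound, then given a substrate mix of 0.016 mM NADPH and 2 mM alpha-KG for 80 min at room temperature; remaining NADPH was read by diaphorase/resazurin fluorescence.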
USP1 inh – inhibitors of human USP1/UAF1 deubiquitinase; O94782; recombinant USP1/UAF1, Ub-Rhodamine cleavage fluorescence; Potency, µM (top dose mostly 57.1 µM), without a hit: at the top dose activity change, negative = inhibition, usual class: inhibitors; 390,000 tested, 0.23% active; AID 743255; note: potency is the fitted concentration of half-maximal effect; % is set by controls: 0 for no effect and ±100 for the full control effect; nearly all actives have a fitted effect of over 60% in size; inactives centre near -12
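In this screen, compounds sit with the deubiquitinase complex (1nM) for 15 min at room temperature before Ub-Rho is added at 150nM final. Fluorescence rise is then followed for 6 reads every 60 seconds.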
GRP78 ERSR act – ER stress response induction in glioma; U87-MG GRP78 promoter luciferase reporter, 16 h; Potency, µM, without a hit: top-dose activation, actives largely listed as activators; 420,000 tested, 0.02% active; AID 602332; note: potency is the fitted concentration of half-maximal effect; series mostly up to about 76 µM; % of control where 0% means no effect; nearly all actives have a fitted effect of over 35% in size
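Stably transfected U87-MG glioma cells carrying a GRP78-based luciferase sensor; 16 h compound incubation. Luminescence end-point read 10 min after Bright-Glo addition at room temperature.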
TrxR1 substrate – is turned over as a substrate by rat TrxR1 | AID 588456 | purified TrxR1 substrate turnover, NADPH consumption readout | Potency, µM (highest dose often 114 µM), inactives show at the top dose activity change, negative = substrate turnover | 390,000 tested, 0.01% active | O89049; note: potency is the fitted concentration of half-maximal effect; % is set by controls: 0 for no effect and ±100 for the full control effect; nearly all actives have a fitted effect of over 50% in size
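Rat TrxR1, dispensed at 90 nM, was prereduced with 400 uM NADPH (final) for 5 min at ~22 deg C, then incubated with compound 15 min before 400 uM selenite. A first-read NADPH fluorescence drop versus no-compound background flagged substrates.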
Vif-APOBEC3G blk – Vif-A3G binding inhibition; Q9HC16; 410,000 tested, 0.076% active; HeLa A3G-eYFP + Vif (tagged APOBEC3G with the HIV-1 protein that degrades it), YFP fluorescence, overnight; Potency, µM (titrated, usually from 46.1 µM), for the others: at the highest dose activity, negative = active, usual class: inhibitors; AID 602310;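 note: potency is the fitted concentration of half-maximal effect; % is set by controls: 0 for no effect and ±100 for the full control effect; nearly all actives have a fitted effect of over 60% in size; hits raise eYFP signal because A3G escapes Vif-driven loss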
Target sequence (Q9HC16 whole entry, looked up): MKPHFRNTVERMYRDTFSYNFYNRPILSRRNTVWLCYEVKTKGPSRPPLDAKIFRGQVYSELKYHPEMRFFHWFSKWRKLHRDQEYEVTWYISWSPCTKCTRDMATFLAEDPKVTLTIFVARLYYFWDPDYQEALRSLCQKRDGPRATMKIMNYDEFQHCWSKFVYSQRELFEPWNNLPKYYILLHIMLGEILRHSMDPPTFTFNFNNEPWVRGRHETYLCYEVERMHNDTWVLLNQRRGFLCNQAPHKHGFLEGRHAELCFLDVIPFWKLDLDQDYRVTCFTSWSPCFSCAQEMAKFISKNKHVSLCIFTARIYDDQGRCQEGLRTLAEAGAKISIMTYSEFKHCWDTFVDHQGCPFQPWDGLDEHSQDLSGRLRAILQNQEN
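HeLa cells stably expressing Vif and C-terminally eYFP-tagged A3G, seeded overnight at 37 deg C, then exposed to compound by pintool overnight at 37 deg C. Rise in yellow fluorescence (Ex 488/Em 500-530, Acumen) marks blocked Vif-driven A3G degradation.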
RGS4 inh – inhibitors of human regulator of G protein signaling 4; Transcreener GDP fluorescence polarization, RGS4-accelerated GTP hydrolysis; Potency, µM (series often up to 114 µM), inactives show at the highest dose activity change, negative = inhibition, hits mostly inhibitors; AID 504845; 390,000 tested, 0.039% active; note: potency is the fitted concentration of half-maximal effect; % is set by controls: 0 for no effect and ±100 for the full control effect; nearly all actives have a fitted effect of over 75% in size; some results filed as inactive show a strong effect at the top dose
Target sequence (P49798 whole entry, looked up): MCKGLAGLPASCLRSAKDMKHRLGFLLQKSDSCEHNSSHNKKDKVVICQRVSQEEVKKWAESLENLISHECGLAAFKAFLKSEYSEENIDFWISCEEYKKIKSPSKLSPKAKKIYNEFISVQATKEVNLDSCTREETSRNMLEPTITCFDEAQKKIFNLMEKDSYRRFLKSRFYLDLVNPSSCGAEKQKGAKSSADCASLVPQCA
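MLSMR compounds (23 nl, pin-transferred) preincubated 10 min at room temperature with a 500nM (2x) first reagent, then RGS4 at 900nM (2x) plus Transcreener GDP mix added; fluorescence polarization (620/688 nm) read before and after 90 min at 30 °C.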
Vif-APOBEC3F blk – Vif-A3F binding inhibition; Potency, µM (titrated, usually from 46.1 µM), for inactives: at the top dose activity, negative = active; HeLa A3F-eYFP + Vif (tagged APOBEC3F with the HIV-1 protein that degrades it), YFP fluorescence increase; 390,000 tested, 0.2% active; AID 602313; note: potency is the fitted concentration of half-maximal effect; % of control where 0% means no effect; nearly all actives have a fitted effect of over 65% in size
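HeLa cells stably expressing Vif plus C-terminally eYFP-tagged A3F were seeded, incubated overnight at 37 deg C, dosed with compound, incubated overnight again at 37 deg C. Yellow fluorescence (Ex 488/Em 500-530) reported blocked Vif-mediated A3F-eYFP degradation.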
LDHA inh – blocks human lactate dehydrogenase A. AID 1347041. 480,000 tested, 0.15% active. purified LDHA, NADH/diaphorase-resazurin fluorescence; hits give low values. activity change, % (values are at about 110 or 230 µM). P00338; in the data active = activity change below about -30%; inconclusive = mostly about -25% to -30%;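 note: plate controls were DMSO wells for no effect and wells without enzyme for full effect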
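Remaining NADH was detected by diaphorase (0.133 mg/mL) converting 37 µM resazurin to fluorescent resorufin, read at 0 and 20 minutes. The preceding 5-minute room-temperature reaction used 2 nM LDHA, 0.2 mM sodium pyruvate and 0.06 mM NADH at pH 7.4.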
Starred values were filed as active, the others as inactive; ? = inconclusive; . = no result given; [ ] = dose if it differs, or a comment. Unless noted, calls come from the whole dose curve; as a rule, active = well fitted curve in the direction sought with a large enough effect; inconclusive = small, poorly fitted or top-dose-only effect, or another doubt; inactive = no such curve, though single readings can be large; an effect the other way counts as inactive or inconclusive. Some of the compounds tested, so the mix of outcomes need not match the whole.

SMILES	rTrxR1 inhibitor	mIDH1 inhibitor	USP1 inh	GRP78 ERSR act	TrxR1 substrate	Vif-APOBEC3G blk	RGS4 inh	Vif-APOBEC3F blk	LDHA inh
CNC(=O)c1c(O)c2cccc3c2n(c1=O)CCC3	-8.5%[57.1 µM]	1.3%	-0.6%	2.8%	-5.3%[57.1 µM]	-4.0%	0.9%	-10.5%	10.0
CC1=CC2=NC(=O)/C(=C\c3cccn3CCOc3cc(C)cc(C)c3)C(=N)N2O1	-20.7%	6.0%	-11.7%	-3.1%	-17.6%	-9.4%	8.4%	-0.4%	-2.8
Cc1ccc(-c2cc3onc(-c4ccccc4)c3c(=O)n2C)cc1	20.1%	26.6%	-11.6%	-1.6%	4.4%	1.2%	11.2%	5.0%	-4.1
CCCCN1C(=O)C(CC(=O)NCC)SC1=Nc1ccccc1 (stereo not given)	12.8%[57.1 µM]	-4.4%	-5.8%	-5.0%	-0.1%[57.1 µM]	2.6%	-3.5%	-6.5%	-1.4
CCCCOC(=O)CN1C(=O)c2ccc(C(=O)OCCCC)cc2C1=O	9.2%	3.8%	-18.0%	5.3%	-3.8%	-0.9%	-10.2%	.	1.2
CC1Oc2ccccc2N(CC(=O)N2CCCCCC2)C1=O (stereo not given)	7.5%	-10.2%	-11.9%	-2.9%	1.6%	4.0%	7.8%	19.1%	-15.6
O=C(NCc1ccc(F)cc1)c1cc(S(=O)(=O)N2CCCCC2)ccc1N1CCOCC1	10.4%	2.8%	-6.1%	-4.6%	0.7%	4.7%	12.8%	5.3%	-1.6
COc1ccc(-n2cc(-c3ccccc3)c3c(Nc4ccc(OC)c(OC)c4)ncnc32)cc1	10.1%[57.1 µM]	-0.9%	11.7%	5.5%	2.2%[57.1 µM]	-23.2%	-23.2%	-12.0%	2.6
CCS(=O)(=O)N1CCCC(C(=O)N2CCc3ccccc3C2)C1 (stereo not given)	-2.1%	4.4%	?	-3.4%	-4.5%	0.6%	-0.9%	-19.2%	1.2
CCn1cc(S(=O)(=O)CC(=O)Nc2ccc(OC)cc2)c2ccccc21	0.0%	-5.1%	-23.6%	-5.0%	-3.8%	-1.1%	8.1%	-10.0%	-3.2
COC(=O)c1cc(S(=O)(=O)Nc2ccsc2C(=O)OC)oc1C	7.9%	1.0%	-6.8%	-3.1%	0.8%	4.1%	1.4%	1.6%	-3.4
CS(=O)(=O)c1ccccc1-c1nc(-c2ccc([N+](=O)[O-])cc2)no1	11.7%[57.1 µM]	-0.8%	-16.5%	4.6%	5.2%[57.1 µM]	-0.5%	20.3%	11.4%	-5.8
Cc1ccccc1OCC(=O)N/N=C/c1cn(C)c2ccccc12	6.3%[57.1 µM]	1.2%	-20.6%	-1.4%	6.1%[57.1 µM]	-9.8%	-4.6%	-40.0%	-8.9
C=C(C)C(=O)Nc1cccc(C2=NOC3(C2)C[C@@H](C(N)=O)N(C(=O)c2cc([N+](=O)[O-])cc([N+](=O)[O-])c2C)C3)c1 (stereo not given in full)	20.2%[57.1 µM]	-5.5%	-7.0%	-6.1%	10.1%[57.1 µM]	-1.5%	-7.3%	3.4%	6.0
CCOC(=O)c1ccccc1Cc1nc2ccccc2c(=O)[nH]1	-6.0%	3.8%	3.3%	-5.9%	-5.6%	-1.2%	35.3%	-11.1%	-6.0
CN1CCN(C(=O)c2cn(-c3ccccc3)nc2-c2cccs2)CC1	36.4%[activator]	-0.5%	-8.9%	-0.5%	3.2%	1.2%	11.5%	-5.8%	1.1
COc1ccc(-c2c(C#N)c(N)nc3c2c(=O)n(C)c(=O)n3C)cc1Cl	-5.5%	4.6%	9.6%	-0.7%	-10.7%	7.5%	11.2%	2.9%	-7.6
O=c1c2ccccc2ncn1Cc1cccc2ccccc12	-2.1%	-1.8%	-2.6%	2.9%	-2.9%	-7.5%	5.8%	1.1%	-2.7
CCCCN(CCCC)c1ncnc2c1cnn2-c1cccc(C)c1	17.5%[57.1 µM]	-2.5%	-1.9%	-5.5%	0.4%[57.1 µM]	-0.9%	28.1%	-5.9%	1.6
NC(=O)C1(N2CCCCC2)CCN(C(=O)NC2CCCCC2)CC1	2.1%	4.9%	-20.3%	-5.3%	1.9%	-4.4%	-15.8%	-2.8%	-5.0
CCN(C[C@H]1N[C@@](CC)(C(=O)OC)[C@H]2C(=O)N(C)C(=O)[C@@H]12)C(=O)Nc1ccc(C(F)(F)F)cc1	4.4%	1.1%	-21.2%	-3.1%	3.4%	-1.2%	-2.9%	1.2%	-1.1
Nc1cc(C(=O)c2ccccc2)ccc1N1CCOCC1	0.7%[57.1 µM]	3.8%	-11.8%	5.0%	-4.9%[57.1 µM]	0.7%	-19.8%	7.5%	0.4
COc1ccc(Cn2c(=S)[nH]c3ccsc3c2=O)cc1	-17.1%[57.1 µM]	3.9%	-16.9%	-1.9%	-20.3%[57.1 µM]	-10.4%	-24.7%	-16.6%	-5.0
CC1CCCN(C(=O)COc2ccc3c(c2)OCO3)C1 (stereo not given)	16.4%	-4.4%	-15.1%	6.2%	0.4%	-0.4%	11.8%	0.3%	0.2
C[C@@H]1CN([C@H](C)CO)C(=O)CCCn2nncc2CO[C@@H]1CN(C)S(=O)(=O)c1cccc(C#N)c1	.	-1.9%	2.8%	-3.2%	.	-1.6%	.	11.2%	-15.7
COc1cccc(CNC(=O)CN2C(=O)COc3ccc(S(=O)(=O)N4CCCC4)cc32)c1	14.7%	0.0%	-20.0%	-1.5%	3.4%	3.4%	8.0%[11.4 µM]	2.2%	-0.6
CC1=CC(c2ccccc2)n2nc(NS(=O)(=O)c3ccc(C)cc3)nc2N1 (stereo not given)	-12.2%[57.1 µM]	5.1%	-10.7%	-1.0%	55.7%[activator][57.1 µM]	-6.4%	7.1%	0.7%	1.7
N#Cc1ccc(C23CC4(C2)[C@H](CN(CC2CCCCC2)[C@@H]4c2ccccc2)C3c2ccccc2)cc1 (stereo not given in full)	-11.9%[57.1 µM]	7.9%	-25.8%	-2.9%	-7.6%[57.1 µM]	-5.3%	-5.6%	0.4%	-1.6
O=C(CSc1nnc2c(Cl)cc(Cl)cn12)N1CCOCC1	5.5%	12.6%	-3.2%	-2.8%	-4.1%	1.7%	-7.6%	-18.5%	-3.7
CO/N=C/C(=N\Nc1ccc(OC)cc1)C(=O)c1ccc(OC)cc1	-4.9%	3.9%	-4.4%	-1.1%	-13.0%	-19.3%	5.2%	3.7%	-1.7
O=C(CCCn1c(=S)[nH]c2cc3c(cc2c1=O)OCO3)N1CCc2ccccc2C1	-12.1%	0.0%	-9.5%	-2.8%	-11.9%	-0.3%	-6.5%	4.4%	-8.3
CN(C(=O)CSc1nc2ccccc2n1CC(=O)NCc1ccc(F)cc1)c1ccc(F)cc1	10.1%[57.1 µM]	3.4%	-6.2%	-3.2%	2.9%[57.1 µM]	-0.5%	-1.7%	-9.1%	-4.1
O=C(NNC(=O)C1CCN(c2ncccn2)CC1)c1ccncc1	?	-5.4%	3.4%	-0.9%	3.2%	1.4%	11.6%[56.9 µM]	4.7%	-3.7
CCc1c(C)c(C#N)c2nc3ccccc3n2c1N(C)C	-7.5%[57.1 µM]	11.2%	5.6%	-1.2%	6.7%	0.8%	12.1%	6.7%	-1.1
N#Cc1cccc(NC(=O)CCNS(=O)(=O)c2ccc3c(c2)CCN3C(=O)C2CC2)c1	-5.1%[57.1 µM]	1.6%	-28.8%	-0.5%	-6.3%[57.1 µM]	0.0%	-39.1%	5.2%	-1.3
Cn1cc(CN2CCC(CO)(CCCc3ccccc3)CC2)c(-c2ccccc2)n1	0.5%	-7.6%	-19.4%	-4.4%	-1.6%	1.0%	-18.2%	-5.9%	-5.0
CC(C)(C)NC(=O)c1cccc2c1OC(C)(C)C2	-3.1%[57.1 µM]	6.2%	-3.6%	-4.4%	4.7%[57.1 µM]	1.8%	-43.6%	-5.0%	0.5
CC(C)C(=O)NCCCc1ccccc1	19.0%[57.1 µM]	6.8%	-9.7%	-3.6%	10.6%[57.1 µM]	-1.4%	-15.9%	3.1%	-7.0
Cc1ccc(NC(=O)CC2Nc3cc(C)c(C)cc3NC2=O)c(C)c1 (stereo not given)	10.8%	-6.3%	?	3.2%	1.4%	0.0%	-0.1%	-14.3%	0.2
CCOc1ccc(NC(=O)Cn2cc(C(=O)c3ccccc3)c(=O)c3cc(OC)ccc32)cc1	-2.6%	8.4%	-30.0%	-4.8%	-7.9%	-3.5%	-10.9%	0.7%	-6.2
COc1ccc(CCn2c(=N)c(C(=O)NCc3ccco3)cc3c(=O)n4cccc(C)c4nc32)cc1	0.2%	-0.8%	-5.4%	-4.0%	1.3%	2.7%	-21.2%	-0.4%	-4.7
Cc1ccn2c(Nc3ccc4c(c3)OCCO4)c(-c3ccc(N(C)C)cc3)nc2c1	-13.9%	0.0%	-21.8%	0.1%	55.0%[activator]	0.8%	1.5%	-0.6%	-4.8
O=C1CCC/C1=C\c1ccccc1	2.9%[57.1 µM]	14.9%	-12.2%	-3.8%	2.0%	-6.9%	-28.3%	-2.0%	-3.7

Assay outcomes deposited in PubChem by National Center for Advancing Translational Sciences (NCATS).
